PGC1a acetyl inh = inhibitors of PGC1a acetylation signal, primary screen, cell-based, U2OS, AlphaScreen, inhibitor mode. AlphaScreen anti-acetyl-lysine; with virally co-expressed GCN5 acetyltransferase. inhibition, % at 15.6 µM. 350,000 tested, 0.17% active;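 active means every replicate shows inhibition of at least 40%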;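 further: 0% = neutral control wells and 100% = positive control wells; some results beyond the cut were filed as inactive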
FN deposition inh = inhibitors of fibronectin matrix deposition, primary screen, AH1F cells, Alexa488-fibronectin fluorescence, plate reader; AID 743247, 2014; inhibition, % at 12.6 µM; AH1F fibroblasts, overnight; 350,000 tested, 0.086% active;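 active means mean inhibition across replicates of 30% or more, regardless of how many single replicates reach that level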;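 further: positive control wells lacked labelled fibronectin entirely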
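Material: AH1F fibroblast monolayer depositing Alexa488-labelled fibronectin into matrix | Input: 10000 AH1F cells/well | Medium: DMEM plus 2% serum, read in PBS | Reagent: Alexa488-fibronectin, 24 nM final in well | Compound dosing: One dose per compound, pinned | Schedule: 1 h adhesion, overnight exposure | Measured by: Fluorescence at 485 nm excitation, 525 nm emission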
miR-122 sensor = miR-122 Renilla sensor signal increase in Huh7, primary screen, miR-122 inhibitor project, cell-based, single point, plate reader; Huh7 miR-122 Renilla luciferase sensor, 48 h; neutral wells = 0, positive control = 100; activation (reporter increase), % at 12.5 µM; 340,000 tested, 0.3% active;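 active means mean replicate activation score at least 90 and every replicate individually at or above 90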;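 further: higher luciferase means less miR-122 activity so hits act as miR-122 inhibitors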
Statin myotox sup = suppressors of statin myotoxicity in C2C12 myotubes, primary screen, cell-based, single point, plate reader; C2C12 myotubes + simvastatin, ATP luminescence, 48 h; scaled: DMSO 0, geranylgeraniol control 100; rescue of ATP level, % at 7.49 µM; 330,000 tested, 0.78% active;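 active means mean ATP rescue above about 67%, or every replicate alone reaching that limit, limit read from the data, passing the limit was not always enough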;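 further: myotubes were challenged with 10 µM simvastatin during compound exposure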
PglD inh = C. jejuni PglD acetyltransferase inhibitors, primary screen, biochemical, DTNB colorimetric, single point | UDP-N-acetylbacillosamine N-acetyltransferase PglD (Campylobacter jejuni) | purified PglD enzyme, DTNB colorimetric CoA detection | inhibition, % at 12.5 µM | 360,000 tested, 0.098% active | AID 602405, 2012; in the data active means inhibition above about 16%, passing the limit was not always enough; further: strong numbers were not always called active
INS-1E GSIS act = GLuc luminescence reporter in INS-1E cells, primary screen for activators of glucose-dependent secretion of insulin; 370,000 tested, 0.61% active; activation, % at 16.6 µM; INS-1E GLuc reporter insulin secretion, 2-3 h;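 active means lowest replicate activation of at least 40%, so every replicate reaches that level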;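 further: 0% = median of neutral control wells and 100% = median of IBMX positive control wells; some compounds called inactive have numbers as strong as hits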
CFTR F508del cor = F508del CFTR correction, initial screen, CFBE line, single point; activity (quench increase), % at 7.58 µM; 350,000 tested, 0.36% active; CFBE cells, YFP halide quenching; stimulated with forskolin plus potentiator P3; % fluorescence drop versus neutral controls;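 active means mean added fluorescence quench of at least 8% versus neutral control, with both replicates also reaching 8%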;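 further: cells transiently co-express mutant CFTR-F508del with the halide-sensitive YFP; corrector assay measuring rescue of mutant channel to the surface after 24 h compound exposure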
Cneo AK release = Cryptococcus neoformans cell lysis inducers, primary screen, AK release luminescence, single concentration. lysis activity, % at 15 µM. 360,000 tested, 0.2% active. C. neoformans lysis, adenylate kinase release luminescence, 4 h; normalised: neutral wells 0, clomiphene wells 100;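 active means mean lysis activity across replicates of at least 80%, whatever share of replicates individually reach that level; inactive means mean lysis activity below 80%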
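Test system: log-phase Cryptococcus neoformans yeast cells; Quantity: yeast cell density of 5 × 10^6 cells/mL; Buffer or medium: YPD; Doses: single compound concentration per well; Timing: 4 h at 37 °C static, read 1 h later; Measured by: AK luminescence; Read-out basis: lysis from increased AK signal; Control set: Clomiphene as positive control.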
* = called active by the depositor; . = no result given; [ ] = dose if it differs, or a comment.

Order of results: PGC1a acetyl inh, FN deposition inh, miR-122 sensor, Statin myotox sup, PglD inh, INS-1E GSIS act, CFTR F508del cor, Cneo AK release
1	CC(NC(=O)CCc1nnc(-c2ccccc2)o1)c1ccccc1 (stereo unspecified)
 : 9, 13, -5, -2, 1, 24, 0.1, 4
2	NS(=O)(=O)c1cc(C(=O)N2CCc3ccccc32)c(Cl)cc1Cl
 : 13, 23, 2, 4, -1, ., ., 1
3	CC(=O)c1ccc(NC(=O)C2=CC(c3ccco3)=NS(=O)(=O)N2C)cc1
 : 3, -4, -3, -2, -8, -10, -3.6, -2
4	COc1ccc(N(CC(=O)N2CCN(Cc3ccccc3)CC2)S(=O)(=O)c2ccccc2)cc1
 : -6, ., 12, ., 4, -18, -0.2, 0
5	Cc1ccnc(SCc2nc3ccccc3s2)n1
 : -2, -3, -3, ., ., 12, ., .
6	CCN(CC)c1ccc(N)cc1
 : -25, ., -15, -129, -4, ., ., 0
7	CCCC#Cc1ccc([C@@H]2[C@@H](C#N)N(C(=O)C3CCCC3)[C@H]2CO)cc1
 : 10, -6, ., 3, -1, 3, 2.9, 1
8	C[C@H](CO)N1C[C@H](C)[C@@H](CN(C)S(=O)(=O)c2ccccc2)Oc2c(NC(=O)c3nc4ccccc4s3)cccc2C1=O
 : -8, ., 4[16.7 µM], -16, -1, 22, -0.5, 0
9	Cc1oc2cc(O)cc(O)c2c(=O)c1-c1ccc2c(c1)OCCCO2
 : -9, 3, -2, 35, 1, 2, 1.1, -14
10	C[C@@H]1CCCCO[C@@H](CN(C)S(=O)(=O)c2cccs2)[C@@H](C)CN([C@@H](C)CO)C(=O)c2cc(NC(=O)CCCN(C)C)ccc2O1
 : -4, ., -2[16.7 µM], ., 0, 6, -0.9, 0
11	O=C(CCc1nnc(CCc2c[nH]c3ccccc23)o1)NC1CCC1
 : 6, -3, 2, 9, -2, 1, -0.1, 0
12	N#Cc1cccc(NC(=O)Cn2cnc(S(=O)(=O)N3CCOCC3)c2)c1
 : -14, ., -3, -10, 5, ., ., 0
13	CCOc1ccc(NC(=O)CNC(=O)c2nn(-c3ccc(OC)cc3)c(=O)c3ccccc23)cc1
 : ., 4, -1, 2, 0, -1, 0.2, 3
14	O=C(c1ccc([N+](=O)[O-])cc1)N(C1=NCCCCS1)c1ccccc1
 : -3, 1, -5, 1, -1, ., ., -1
15	CC(C)CN(C[C@@H]1N[C@@H](CO)[C@@H]1c1ccccc1)C(=O)CN(C)C
 : -4, -9, 14[16.7 µM], -14, -5, -2, 2.0, -9
16	CSc1ccccc1C(=O)NCCOc1cccc(C)c1
 : -7, 0, 3, 6, ., 11, -1.6, .
17	COc1cc2c(cc1OC)C(C(=O)NCCN1CCOCC1)C1c3ccccc3CCN1C2=O (stereo unspecified)
 : -7, 2, -2, -8, -3, ., ., 3
18	CCCCn1c(Nc2ccccc2)nc2ccccc21
 : -5, 4, 44, -1, -1, 11, ., 2
19	O=C(Cc1cccc(NC(=O)C2CCN(C(=O)C3CC3)CC2)c1)Nc1cccc(C(=O)N2CCOCC2)c1
 : ., 15, ., 6, 3, -8, 2.4, -1
20	CC(C)NC(=O)C1CCN(C(=O)c2ccc(-c3ccccc3)cc2)CC1
 : 3, ., -3, -13, 3, 9, ., -3
21	Cc1ccc(S(=O)(=O)Nc2ccc3c(c2)CC(=O)N([C@H](C)CO)C[C@@H](C)[C@@H](CN(C)C(=O)NC(C)C)O3)cc1
 : -7, ., 2[16.7 µM], 4, 7, 11, -2.3, -1
22	COc1ccc(CCNC(=O)COC(=O)C2COc3ccccc3O2)cc1 (stereo unspecified)
 : 3, 2, -6, -11, 1, 26, 1.5, 1
23	CC(=O)N1CC=CC1(CC(C)C)C(=O)NCc1cc(F)cc(C(F)(F)F)c1 (stereo unspecified)
 : 3, -10, -3, ., 8, ., 4.5, 0
24	COc1ccc(-c2c(C#Cc3ccsc3)c3cc(-c4ccc(OC)c(F)c4)ccc3n2C)cc1
 : -8, 0, 2, -11, -1, -6, 3.0, 0
25	CCC(C)NCCOCCOc1ccc(Cl)cc1Br (stereo unspecified)
 : -9, -7, 3, -8, -3, 3, 3.3, 1
26	CC(=O)Nc1ccc(CN2CCC2(C)C(=O)NC2CCN(Cc3ccccc3)CC2)cc1 (stereo unspecified)
 : 6, 1, -2, 7, 5, 16, 3.9, 1
27	CC1CCN(C(=O)Cn2nnc(-c3ccc(N)cc3)n2)CC1
 : ., -1, ., -2, 0, 22, -3.1, 1
28	COc1ccc(OCC(O)CN2CCN(c3ccc(OC)cc3)CC2)cc1 (stereo unspecified)
 : ., 0, 0, 8, 1, -8, 1.0, -2
29	O=S(=O)(c1ccc(F)cc1)N1CCN(CC(O)COCc2cccs2)CC1 (stereo unspecified)
 : -36, 2, 2, 2, 6, ., ., 0
30	O=C(C1CCC1)N1CCN(S(=O)(=O)c2ccc([N+](=O)[O-])cc2)CC1
 : ., 6, ., -1, -1, 14, 2.6, 3

Quoted at random: 6 entries already listed.
Order of results: PGC1a acetyl inh, FN deposition inh, miR-122 sensor, Statin myotox sup, PglD inh, INS-1E GSIS act, CFTR F508del cor, Cneo AK release
8	C[C@H](CO)N1C[C@H](C)[C@@H](CN(C)S(=O)(=O)c2ccccc2)Oc2c(NC(=O)c3nc4ccccc4s3)cccc2C1=O
 : -8, ., 4[16.7 µM], -16, -1, 22, -0.5, 0
24	COc1ccc(-c2c(C#Cc3ccsc3)c3cc(-c4ccc(OC)c(F)c4)ccc3n2C)cc1
 : -8, 0, 2, -11, -1, -6, 3.0, 0
19	O=C(Cc1cccc(NC(=O)C2CCN(C(=O)C3CC3)CC2)c1)Nc1cccc(C(=O)N2CCOCC2)c1
 : ., 15, ., 6, 3, -8, 2.4, -1
11	O=C(CCc1nnc(CCc2c[nH]c3ccccc23)o1)NC1CCC1
 : 6, -3, 2, 9, -2, 1, -0.1, 0
26	CC(=O)Nc1ccc(CN2CCC2(C)C(=O)NC2CCN(Cc3ccccc3)CC2)cc1 (stereo unspecified)
 : 6, 1, -2, 7, 5, 16, 3.9, 1
21	Cc1ccc(S(=O)(=O)Nc2ccc3c(c2)CC(=O)N([C@H](C)CO)C[C@@H](C)[C@@H](CN(C)C(=O)NC(C)C)O3)cc1
 : -7, ., 2[16.7 µM], 4, 7, 11, -2.3, -1

(next part)
Order of results: PGC1a acetyl inh, FN deposition inh, miR-122 sensor, Statin myotox sup, PglD inh, INS-1E GSIS act, CFTR F508del cor, Cneo AK release
31	O=C1CSC(c2ccccc2)N1c1cccnc1 (stereo unspecified)
 : -2, 6, 0, 11, 0, -5, -0.2, 0
32	CNC(=O)C[C@H]1CC[C@@H]2[C@H](COc3ccc(NC(=O)C4CCCCC4)cc3C(=O)N2C)O1
 : 2, -2, -6[16.7 µM], 21, 4, 5, 2.5, -2
33	O=C(C1=C[C@@H](c2ccc(C(F)(F)F)cc2)C[C@@H](OCCCCO)O1)N1CCCCCCC1
 : -8, 5, 3, -17, -8, -26, 1.1, 2
34	O=C1CCC(=O)N1c1ccc(S(=O)(=O)N2CCCC2)cc1
 : -21, -2, -3, -11, -7, 11, 3.2, 5
35	O=C(/C=C/c1ccc(Cl)c([N+](=O)[O-])c1)Nc1ccc(NC(=O)c2ccco2)cc1
 : 9, -15, -7, -9, ., 0, 2.2, .
36	Cc1nc2ccccc2n1CC(=O)N/N=C\C=C\c1ccccc1
 : -4, -3, -10, -7, 3, ., ., -1
37	CO[C@H](CN(C)C(=O)c1cnccn1)[C@@H](C)CN([C@H](C)CO)S(=O)(=O)c1ccc(C)cc1
 : 2, 3, ., -9, 1, 8, -0.2, 1
38	CCCC(=O)NCCCc1nc2ccccc2n1CC
 : -5, -2, -2, 6, 4, 8, -0.5, 4
39	Cn1ccs/c1=N\S(=O)(=O)c1ccc(F)cc1
 : 7, 0, -2, 12, -1, ., ., 0
40	O=C(c1cccnc1)N1CC(=O)N2[C@H](C1)[C@@H](c1ccc(-c3ccccc3F)cc1)[C@@H]2CO
 : 6, 14, ., ., ., -6, -2.4, .
41	Cc1noc(C)c1S(=O)(=O)N(C)C[C@H]1Oc2ccc(NC(=O)Cc3cn(C)c4ccccc34)cc2CC(=O)N([C@@H](C)CO)C[C@@H]1C
 : -2, ., -6[16.7 µM], -21, 3, -5, -0.5, -2
42	CC(C)C[C@@H](CN=[N+]=[N-])N1CCN(Cc2ccccc2)CCC1=O
 : 7, -1, 0, -16, 0, ., -2.6, 1
43	Cc1ccc(C(c2sc3nc(C)nn3c2O)N2CC(C)OC(C)C2)cc1 (stereo unspecified)
 : 10, 1, 8, 17, 1, ., ., 24
44	C=C(C)Cn1c(=O)c2c(nc3n2CC(C)CN3Cc2ccccc2)n(C)c1=O (stereo unspecified)
 : -1, -14, 0, -18, -26, -4, 0.5, -5
45	Cn1c(N)c(C(=O)CSc2nc3ccccc3c(=O)n2Cc2ccccc2)c(=O)n(C)c1=O
 : -4, -7, ., ., ., -2, 4.6, .
46	Cc1cc(NC(=O)Nc2cccc(Cl)c2)n(-c2ccccn2)n1
 : 6, 5, 0, -24, -8, -12, 3.6, -6
47	CCOC(=O)c1ccc(NC(=S)Nc2ccccn2)cc1
 : 4, -21, -3, 15, 1, ., ., -9
48	Cc1cc(C)c(N(CC(=O)NC(C)(C)C)C(=O)CNC(=O)c2cccs2)c(C)c1
 : -8, 6, 3, ., ., 16, 0.2, .
49	COc1ccc(NC(=O)c2cccc3ccccc23)cc1OC
 : ., -7, -1, 6, -4, 12, -0.8, 0
50	COc1ccc(C2N(C(=O)N(C)C)CCN2S(=O)(=O)c2ccc(OC)cc2)cc1 (stereo unspecified)
 : -4, 3, 7, -5, 1, -3, 4.5, 2
51	CCSc1nnc(NC(=O)C2CCN(C(=O)c3ccc(F)cc3)CC2)s1
 : -10, -7, 6, 7, -2, -3, 0.4, 0
52	C[C@@H]1CN([C@H](C)CO)C(=O)c2cccc(NC(=O)C3CCCCC3)c2O[C@H]1CN(C)C(=O)NC1CCCCC1
 : 7, ., 7[16.7 µM], 37, 2, 6, -0.8, -3
53	O=C(CN(C(=O)CNS(=O)(=O)c1ccccc1)C1CCCC1)NCC1CCCO1 (stereo unspecified)
 : 3, ., -2, 12, 7, ., ., -1
54	COC(=O)C[C@H]1CC[C@H]2[C@@H](COc3ccc(NC(=O)c4cncs4)cc3C(=O)N2C)O1
 : 1, -7, -18[16.7 µM], 34, -2, 8, 0.4, 2
55	COc1cc(NC(=O)c2ccc([N+](=O)[O-])o2)ccc1NC(=O)c1ccco1
 : 16, 2, 2, 16, -2, 12, -2.7, -7
56	O=C(CCCC(=O)N1CCN(c2ccccc2F)CC1)c1ccccc1
 : ., -5, 3, -4, 3, -4, 0.8, -1

3 of the compounds above, tab-delimited.
#	SMILES	PGC1a acetyl inh	FN deposition inh	miR-122 sensor	Statin myotox sup	PglD inh	INS-1E GSIS act	CFTR F508del cor	Cneo AK release
33	O=C(C1=C[C@@H](c2ccc(C(F)(F)F)cc2)C[C@@H](OCCCCO)O1)N1CCCCCCC1	-8	5	3	-17	-8	-26	1.1	2
34	O=C1CCC(=O)N1c1ccc(S(=O)(=O)N2CCCC2)cc1	-21	-2	-3	-11	-7	11	3.2	5
35	O=C(/C=C/c1ccc(Cl)c([N+](=O)[O-])c1)Nc1ccc(NC(=O)c2ccco2)cc1	9	-15	-7	-9	.	0	2.2	.

Screens: PubChem BioAssay, Broad Institute

Rows are unselected; any-hit rate near 2.1%.
